Assay outcomes deposited in PubChem by several laboratories.
MsrA act – activators of bovine methionine sulfoxide reductase A; purified bovine MsrA, absorbance read-out; activation, % at 10.6 µM; 360,000 compounds, 0.3% hits; AID 602163; in the data active means activation above about 7.5%;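 further: 0% = vehicle and 100% = reference activator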
NRP1-CendR mod – NRP-1/CendR interaction modulation; FAM-RPARPAR peptide binding to NRP-1, fluorescence polarization; O14786; AID 602438; inhibition, % at 25 µM; 360,000 compounds, 0.85% hits;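 active means inhibition or corrected inhibition above about 18%, plus a signal ratio from 0.5 to 1.5, limit read from the data, passing the limit was not always enough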; further: strong numbers were not always called active
PABP1 MLLE inh – blocks PAM2 peptide binding to the PABP1 MLLE domain. GST-MLLE / FITC-PAM2 fluorescence polarization. inhibition, % at 20 µM. 360,000 compounds, 0.36% hits. AID 588489; in the data active means inhibition above about 35%, passing the limit was not always enough;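 further: plate controls were DMSO wells with GST-MLLE for no effect and wells lacking GST-MLLE protein for full effect; some results filed as inactive read as strong as hits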
MT1-MMP act inh – blocks activation of human MT1-MMP. HT1080 RFP-PRO-GFP cells, GFP/RFP ratio fluorescence, overnight; percent of plate control window, DMSO zero. 360,000 compounds, 0.061% hits. GFP/RFP ratio change, % at 20 µM;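 active means GFP/RFP ratio change of at least 30% with cell ATP level not reduced by more than half and red fluorescence within 50% of control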; further: strong numbers were not always called active
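Assay system: HT1080 RFP-PRO-GFP cells. Benchmarks: DMSO vehicle wells and RFP-L50D-GFP reporter cell wells. Times: overnight cell settling, then overnight compound exposure, 37 °C, 5% CO2. Compound: 20 µM single dose, 1% DMSO. Read-out basis: GFP/RFP fluorescence ratio.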
Rin1-Abl PPI inh – human Rin1-Abl interaction inhibition. P00519+Q13671. 360,000 compounds, 0.4% hits. TR-FRET Rin1/Abl binding, biochemical. inhibition, % at 7.35 µM; in the data active means inhibition above about 5%, passing the limit was not always enough
Target sequence (P00519 whole entry, looked up): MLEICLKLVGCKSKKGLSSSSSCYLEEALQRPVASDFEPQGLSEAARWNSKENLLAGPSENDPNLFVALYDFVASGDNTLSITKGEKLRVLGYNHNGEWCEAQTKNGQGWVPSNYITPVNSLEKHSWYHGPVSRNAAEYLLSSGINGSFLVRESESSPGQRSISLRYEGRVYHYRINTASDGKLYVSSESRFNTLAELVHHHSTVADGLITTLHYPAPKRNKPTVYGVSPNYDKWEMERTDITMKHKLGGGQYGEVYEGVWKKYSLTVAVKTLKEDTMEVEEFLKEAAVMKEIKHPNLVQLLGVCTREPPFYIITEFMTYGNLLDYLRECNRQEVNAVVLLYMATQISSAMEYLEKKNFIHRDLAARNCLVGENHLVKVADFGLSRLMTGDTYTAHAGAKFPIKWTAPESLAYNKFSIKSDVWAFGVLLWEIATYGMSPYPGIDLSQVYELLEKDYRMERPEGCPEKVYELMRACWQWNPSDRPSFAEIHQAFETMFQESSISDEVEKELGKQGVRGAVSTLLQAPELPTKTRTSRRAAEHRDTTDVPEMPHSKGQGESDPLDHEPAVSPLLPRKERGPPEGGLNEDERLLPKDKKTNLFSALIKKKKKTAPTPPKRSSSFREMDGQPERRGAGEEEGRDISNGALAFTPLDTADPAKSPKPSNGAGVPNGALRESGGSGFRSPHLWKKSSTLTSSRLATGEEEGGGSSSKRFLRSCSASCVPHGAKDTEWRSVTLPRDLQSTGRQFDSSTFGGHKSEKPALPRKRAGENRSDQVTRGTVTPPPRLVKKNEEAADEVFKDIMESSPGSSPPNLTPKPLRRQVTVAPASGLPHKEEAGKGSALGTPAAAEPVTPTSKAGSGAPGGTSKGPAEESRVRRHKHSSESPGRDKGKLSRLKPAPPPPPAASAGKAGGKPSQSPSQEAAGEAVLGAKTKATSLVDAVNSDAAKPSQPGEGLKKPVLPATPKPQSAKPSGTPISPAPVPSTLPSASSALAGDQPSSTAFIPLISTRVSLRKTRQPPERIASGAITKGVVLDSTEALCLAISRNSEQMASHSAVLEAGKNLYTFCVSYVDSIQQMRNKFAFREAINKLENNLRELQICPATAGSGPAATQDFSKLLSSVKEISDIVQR
Target sequence (Q13671 whole entry, looked up): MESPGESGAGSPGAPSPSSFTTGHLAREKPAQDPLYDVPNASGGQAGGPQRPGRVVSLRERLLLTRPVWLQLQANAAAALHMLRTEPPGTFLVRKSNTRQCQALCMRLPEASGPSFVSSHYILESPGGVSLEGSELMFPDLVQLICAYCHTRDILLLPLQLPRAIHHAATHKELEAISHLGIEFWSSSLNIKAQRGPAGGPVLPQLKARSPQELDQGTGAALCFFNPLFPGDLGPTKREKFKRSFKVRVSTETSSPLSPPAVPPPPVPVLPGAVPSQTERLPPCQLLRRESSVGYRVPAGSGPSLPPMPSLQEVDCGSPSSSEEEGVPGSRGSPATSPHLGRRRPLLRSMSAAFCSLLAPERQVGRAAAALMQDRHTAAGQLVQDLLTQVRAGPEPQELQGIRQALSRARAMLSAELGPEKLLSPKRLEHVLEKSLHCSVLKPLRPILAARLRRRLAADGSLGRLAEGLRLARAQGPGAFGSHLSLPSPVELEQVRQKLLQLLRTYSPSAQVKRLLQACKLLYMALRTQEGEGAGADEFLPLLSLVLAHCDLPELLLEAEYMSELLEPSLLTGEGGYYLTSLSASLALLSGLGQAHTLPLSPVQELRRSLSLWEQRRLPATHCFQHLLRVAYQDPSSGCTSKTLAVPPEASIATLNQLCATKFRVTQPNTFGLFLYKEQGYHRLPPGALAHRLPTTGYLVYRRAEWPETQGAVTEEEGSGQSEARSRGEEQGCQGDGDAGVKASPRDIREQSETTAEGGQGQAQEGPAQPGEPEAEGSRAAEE
Neddyl block – inhibitors of human cullin neddylation. 360,000 compounds, 0.58% hits. AID 651699. calls only at 25 µM. TR-FRET cullin neddylation, biochemical; in the data active means inhibition above about 36%
eLon inh – inhibits E. coli Lon protease. P0A9M0. inhibition, % at 7.94 µM. 360,000 compounds, 0.42% hits. purified E. coli Lon protease, fluorescence polarization; in the data active means inhibition above about 13%, passing the limit was not always enough;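 further: 0% = enzyme with probe and DMSO and 100% = no enzyme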
FAS TE block – blocks the thioesterase domain of human fatty acid synthase. P49327. recombinant FAS-TE, OMFH fluorogenic substrate, fluorescence endpoint. inhibition, % at 15 µM. 360,000 compounds, 0.67% hits;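 active means compounds whose normalised, plate-corrected inhibition of enzyme fluorescence in the single-dose primary screen is 50% or more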;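 further: 0% = DMSO with enzyme and 100% = substrate without enzyme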
SKN-1 block – blocks SKN-1 activity in C. elegans | 360,000 compounds, 0.49% hits | AID 624304 | inhibition, % at 21.8 µM | C. elegans VP596 Pgst-4::GFP/RFP ratio, acrylamide-induced, 24 h;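 active means interference check ratio from 0.5 to 1.5 plus GFP to RFP signal ratio inhibition reaching or exceeding a fixed threshold, cut at about 30% in these data, passing the limit was not always enough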; further: some compounds called inactive have numbers as strong as hits
Numbers without * were called inactive; i = inactive; / = no result given; + = active, no number. Compounds were not picked by outcome, and some 4% of all compounds hit somewhere here.

SMILES	MsrA act	NRP1-CendR mod	PABP1 MLLE inh	MT1-MMP act inh	Rin1-Abl PPI inh	Neddyl block	eLon inh	FAS TE block	SKN-1 block
COCCCNc1ccn2nc(-c3cccc(OCc4ccccc4)c3)cc2n1	-4	3	-8	3	0	/	0	19	20
O=C(Cc1cccc(NC(=O)C2CCCN(C(=O)c3ccccc3)C2)c1)Nc1cccc(C(=O)N2CCOCC2)c1 (configuration not stated)	-3	0	14	3	1	i	3	-10	-6
CC[C@@]1(C(=O)OC)N[C@H](CN(C)C(C)=O)[C@@H]2C(=O)N(Cc3ccccc3)C(=O)[C@@H]21	-2	-7	5	2	1	i	-16	-11	-15
Cc1cc(C)c(-c2c(N)cc(Br)cc2Br)c(N)c1	-2	10	2	-4	-2	i	-2	19	16
CC(=O)c1ccc(S(=O)(=O)N(Cc2cc3cc4c(cc3[nH]c2=O)OCCO4)CC2CCCO2)cc1 (configuration not stated)	-6	14	-3	-4	1	i	3	-8	0
CCc1nn(CC(=O)NCCC(C)C)c(=O)c2cc3c(OC)cccc3n12	-3	-8	7	2	1	+	7	-6	-5
COC(=O)C1=C(CSc2nncn2C)NC(=O)NC1c1cc(C)ccc1C (configuration not stated)	0	7	10	0	-1	i	-14	-5	2
COC(=O)CSc1n[nH]c(-c2cccnc2)n1	-4	1	0	9	3	i	-3	-9	5
O=c1[nH]cnc2sc3c(c12)CCN(Cc1ccccc1)C3	-6	-24	23	-16	-2	+	25*	4	14
COc1ccc2oc(N)nc2c1	-12	1	3	/	7	i	9	-5	3
COC(CNC(=O)c1ccc(CS(=O)(=O)c2ccc(C)cc2)o1)OC	-2	-4	13	0	0	i	8	-2	18
Cc1cc(NC(=O)c2nn(C)c(C)c2Br)no1	-2	5	8	1	-2	i	5	-4	18
CCN1C(=O)[C@H]2[C@@H](c3ccc(-c4ccc(Cl)c(Cl)c4)cc3)N[C@@](Cc3ccccc3)(C(=O)OC)[C@H]2C1=O	-3	5	3	-3	2	i	-9	89*	-15
CN(C)c1ccc(CN(C(=O)c2cc3ccccc3oc2=O)C2CCS(=O)(=O)C2)cc1 (configuration not stated)	-3	-7	-10	1	-2	i	-7	-1	-9
Cc1cc(C)n(-c2ccc(Cl)c(Cl)c2)n1	-10	17	-6	-1	2	i	-5	-1	0
CC(=O)c1ccc(S(=O)(=O)N2CCNCC2)cc1	-2	4	22	0	0	i	-1	-5	6
CS(=O)(=O)N1CCc2cc(C(=O)Nc3ccccc3Br)ccc21	-3	-16	-2	4	2	i	1	0	5
Cc1nn(Cc2ccc([N+](=O)[O-])cc2)c(=O)n1-c1cccc(Cl)c1	-10	10	4	4	2	i	11	66*	-9
Cc1ccc(NC(=O)CC2(CC(=O)O)CCCC2)cc1	-4	-1	9	-5	-2	i	-6	-5	-1
Clc1c(-c2nnc3n2CCCCC3)sc2ccccc12	2	10	4	3	-3	i	1	-4	13
Cn1c(NC(=O)C[n+]2cc(-c3ccc(Cl)c(Cl)c3)n3c2CCC3)cc(=O)n(C)c1=O	0	-7	-9	2	-2	i	-13	-2	-8
O=C(c1cc(=O)[nH]c2ccccc12)N1CCc2ccccc2C1	-6	-1	2	-3	1	i	-8	-1	-6
OC(CNCCNc1ncccc1C(F)(F)F)COc1ccc(F)cc1 (configuration not stated)	-3	-3	5	-2	5	i	9	-2	3
CC(C)C[C@H](N)c1nnc(S(=O)(=O)Cc2cccc(F)c2)o1	-6	-11	15	6	2	i	-12	27	0
O=C(c1ccc(CS(=O)(=O)c2ccc(Br)cc2)o1)N1CCN(c2ccc(F)cc2)CC1	-2	-4	0	0	2	i	-2	14	3

Next records
SMILES	MsrA act	NRP1-CendR mod	PABP1 MLLE inh	MT1-MMP act inh	Rin1-Abl PPI inh	Neddyl block	eLon inh	FAS TE block	SKN-1 block
COC(=O)c1ccc(NS(=O)(=O)c2cc3c4c(c2)CCN4C(=O)CC3)cc1	-2	7	7	3	3	i	3	-10	6
COc1ccccc1-c1nc2ccccc2nc1-c1ccccc1OC	1	3	-13	-1	2	i	-6	6	-1
Cc1ccc(S(=O)(=O)CCC(=O)OCC(=O)NC(N)=O)cc1	-3	0	5	1	-2	i	-13	-3	2
CC(=O)c1cccc(N(CC(=O)N2CCCC2)S(C)(=O)=O)c1	-5	4	-5	4	1	i	-8	-11	-1
Cc1ccc(NC(=O)CCNS(=O)(=O)c2ccc3[nH]c(=O)oc3c2)c(C)c1	-3	4	-10	0	-1	i	-5	-8	6
Cc1noc(C)c1COc1cccc(C(=O)OCC(=O)NC(=O)c2ccc(OC(F)F)cc2)c1	-1	-55	-5	-1	-2	i	-1	-4	4
O=C(CSc1ccc(Br)cc1)N1CCN(S(=O)(=O)c2ccccc2)CC1	-3	10	8	-2	-1	i	3	13	-16
COc1ccccc1C(=O)NNC(=O)c1ccncc1	-6	0	-1	1	3	i	2	-11	-7
CC(C)CCOc1ccc(C2=NNC(=O)CC2)cc1	-2	12	10	5	-2	i	4	-10	5
FC(F)c1nc2ccccc2[nH]1	-7	-3	-4	-2	5	i	-7	1	5
O=[N+]([O-])c1ccccc1COc1ccc(Cl)c2cccnc12	-3	-1	-3	1	0	i	-1	-1	11
N#Cc1c(N)c(C(=O)c2ccc(Br)cc2)n2c1CCC2	-10	0	9	-1	-3	i	3	-2	18
CN(CC(=O)Nc1ccccc1Br)C(=O)c1cc(S(=O)(=O)N(C)C)ccc1N1CCCC1	-4	5	10	0	1	i	5	1	15
CN(CC(=O)N1CCN(Cc2ccccc2)CC1)C(=O)Cc1ccc(Cl)c(Cl)c1	-1	-3	-96	5	3	i	-9	5	-7
COc1ccccc1NS(=O)(=O)c1cc(N/C(=N\S(=O)(=O)c2ccccc2)c2ccc(F)cc2)ccc1Cl	-9	34*	3	10	3	i	3	30	2
Cc1occc1C(=O)N1CCN(c2ccc(Cl)cc2)CC1	-1	7	3	1	7	i	-9	-1	5
O=C(C1CCCC1)N1CCN(S(=O)(=O)c2ccc(Cl)cc2)CC1	-1	2	5	-4	2	i	5	5	1
O=C(O)CC1NC(=S)N(c2ccccc2)C1=O (configuration not stated)	-9	-2	-5	-1	-1	i	-4	-8	-3
C=CCC[C@@H](Cc1ccc(F)cc1)C(=O)OC[C@@H](C)NC(=O)[C@H](CC=C)CC(=O)N(CCO)Cc1ccccc1	1	-13	-13	1	5	i	-1	25	4
CCOc1ccc(NC(=O)CC2C(=O)N(c3ccccc3)C(=O)N2CCOC)cc1 (configuration not stated)	-1	-2	-7	2	-1	i	3	-2	11
CC1CCCC(C)N1c1nnc(N)s1 (configuration not stated)	-1	1	-29	0	0	i	-7	-4	-7
CCc1c(C)nc(N2CCN(c3ccc(OC)cc3)CC2)[nH]c1=O	0	19	1	3	1	i	5	-5	-1
Cc1ccc(-c2csc(N(CC3CCCO3)C(=O)c3ccco3)n2)cc1 (configuration not stated)	-13	-8	6	-2	1	i	5	44	-7
NS(=O)(=O)c1ccc(SCc2ccccc2)nc1	-4	-15	-6	-2	4	i	2	4	-6
COCCNc1c2c(nc3c(-c4ccccc4)c(C)nn13)CCC2	-2	28*	4	4	-5	/	-1	17	3

New compounds follow:
SMILES	MsrA act	NRP1-CendR mod	PABP1 MLLE inh	MT1-MMP act inh	Rin1-Abl PPI inh	Neddyl block	eLon inh	FAS TE block	SKN-1 block
CC(=O)Nc1ccc(/C=N/NC(=O)CNC(=O)c2ccccc2)cc1	-5	7	2	2	-3	i	-5	-5	-3
NC(=O)c1ccc(NC(=O)CS(=O)(=O)c2cn(CC(=O)N3CCCCC3)c3ccccc23)cc1	-7	14	10	0	1	i	3	-4	-15
COc1ccc(CCC(=O)N(C)CC(=O)Nc2ccc(N3CCOCC3)cc2)cc1	-2	12	-10	3	-2	i	-3	-5	-13
COc1ccc(C(=O)COC(=O)C(CCSC)NS(=O)(=O)c2ccc(Cl)cc2)cc1 (configuration not stated)	-6	26*	3	-4	1	i	8	32	2
COc1cccc(C(=O)O)c1OS(=O)(=O)c1ccc(C)cc1	0	1	2	-1	-1	i	10	-7	5
CCOC(=O)C1CCCN(C(=O)c2cccc3ccccc23)C1 (configuration not stated)	-4	3	8	0	-1	i	0	-9	1
Cc1cc(C)n(-c2nc3ccccc3nc2N2CCN(C(=O)c3ccc(Cl)cc3)CC2)n1	-3	6	1	-5	2	i	1	8	4
O=C(/C=C/c1cccc(Br)c1)NCC1CCCCC1	-2	2	11	-1	2	i	-8	21	-10
CCOc1cc(/C=N/O)cc(Br)c1OCc1ccc(Cl)cc1	-3	-2	-5	15	-3	i	3	-14	9
CCOCC(=O)Nc1cccc(C(=O)OCC)c1	-3	-4	0	1	-2	i	-4	-9	-20
Cc1ccc2c(CN(C)Cc3ccc(Cl)cc3)cc(=O)oc2c1	-2	6	-15	1	1	i	5	23	9
CN(Cc1ccccc1)c1nc(N)nc(Cl)c1C=O	0	8	11	1	-2	i	0	-4	14
CCc1ccc(NC(=O)C(C)OC(=O)c2ccc(N3CCCC3)c([N+](=O)[O-])c2)cc1 (configuration not stated)	-8	-13	-6	-2	0	i	-2	7	16
CCCOc1ccc(/C=N/O)cc1	-2	-5	-4	-1	-1	i	-2	-6	4
CN(C)CCCNc1cc(O)c2ncccc2c1	-8	23	41*	-1	7	i	17	-2	-5
O=C(c1cc2ccccc2cc1OCC(O)CN1CCCCC1)N1CCCCC1 (configuration not stated)	-2	8	0	3	0	i	3	-9	-2
O=c1[nH]nc(Cc2ccccn2)c2ccccc12	1	-5	-11	-1	1	i	-2	-5	8
COc1ccc(N=Nc2c(N)nn(C)c2N)cc1	-5	-7	7	6	-6	i	-16	-2	8
COc1ccccc1C1C(C(=O)c2cc3ccccc3o2)=C(O)C(=O)N1CCN1CCOCC1 (configuration not stated)	-2	3	14	-2	0	i	-9	-4	13
Cc1nn(-c2ccccc2)c(N2CCCC2)c1/C=N/NC(=O)c1cc(-c2cccnc2)nc2ccccc12	-11	6	-1	-11	4	i	7	36	1
Cc1c(C(C)(C)O)[nH]c2ccc(C(F)(F)F)cc12	-2	4	5	7	2	i	-4	-3	19
Cc1c(NC(=O)Nc2ccccc2Cl)sc(=S)n1C	-3	-12	-73	-3	-1	i	-9	-3	-10
COCCn1c(C)cc(C2=NNC(=Nc3ccc(F)cc3)SC2)c1C	0	-5	3	-5	2	i	-7	-23	7
COc1ccccc1C(=O)NC(=S)Nc1ccc(NC(=O)c2ccco2)cc1	-2	-23	29	-4	2	i	1	16	8
COc1ccc(NC(=O)COC(=O)C(NC(=O)c2ccc(C)cc2)C(C)C)cn1 (configuration not stated)	-2	14	31	-4	4	i	2	-8	-3
COc1ccc(C(=O)OCC(=O)N2CCCC2=O)c(OC)c1	-14	12	-2	4	1	i	1	-12	-19
CC(C)C(=O)Nc1cccc(NC(=O)c2cccc(Br)c2)c1	-3	4	-4	4	4	i	-5	0	1

Six compounds already listed, arranged by number of heavy atoms, rising.
SMILES	MsrA act	NRP1-CendR mod	PABP1 MLLE inh	MT1-MMP act inh	Rin1-Abl PPI inh	Neddyl block	eLon inh	FAS TE block	SKN-1 block
CCCOc1ccc(/C=N/O)cc1	-2	-5	-4	-1	-1	i	-2	-6	4
Cc1c(C(C)(C)O)[nH]c2ccc(C(F)(F)F)cc12	-2	4	5	7	2	i	-4	-3	19
COc1cccc(C(=O)O)c1OS(=O)(=O)c1ccc(C)cc1	0	1	2	-1	-1	i	10	-7	5
O=C(c1cc2ccccc2cc1OCC(O)CN1CCCCC1)N1CCCCC1 (configuration not stated)	-2	8	0	3	0	i	3	-9	-2
COc1ccc(C(=O)COC(=O)C(CCSC)NS(=O)(=O)c2ccc(Cl)cc2)cc1 (configuration not stated)	-6	26*	3	-4	1	i	8	32	2
COc1ccccc1C1C(C(=O)c2cc3ccccc3o2)=C(O)C(=O)N1CCN1CCOCC1 (configuration not stated)	-2	3	14	-2	0	i	-9	-4	13
